# Screening results: PubChem BioAssay, several laboratories
# GLD-1 RNA inh = GLD-1/TGE RNA complex disruptors, primary screen, biochemical, fluorescence polarization | Female germline-specific tumor suppressor gld-1 (Caenorhabditis elegans), Q17339 | purified GLD-1 + fluorescein TGE RNA | inhibition, % at 5.96 µM | hit rate 0.44% among 320,000 | AID 2280, 2010;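 active means percent inhibition above a per-plate cutoff, the plate mean of test compounds plus 3 SD, cut at about 30% in these data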;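 further: 0% = DMSO wells with GLD-1 and probe and 100% = wells lacking GLD-1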
# VLA-4 inh = inhibition in human VLA-4 binding assay, primary screen, VLA-4 allosteric modulator project, MLPCN library, flow cytometry, VLA-4 expressing cells. AID 2557, 2010. inhibition, % (about 7 µM as worked out from the volumes in the protocol). ligand binding flow cytometry. hit rate 0.2% among 330,000. Integrin alpha-4 (Homo sapiens), P13612; in the data active means inhibition above about 50%
# CIT2-GFP yeast = modulators of CIT2-GFP expression in yeast, primary screen, S. cerevisiae, GFP fusion, multiplex flow cytometry, MLPCN library; S. cerevisiae CIT2-GFP strain, 3 h; 100 means same as DMSO wells; GFP response vs DMSO, % at 10 µM; hit rate 0.065% among 320,000; AID 2029, 2009;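 active means GFP response relative to DMSO above a set limit, near the screen mean plus 3 SD, cut at about 150% in these data; inconclusive means Fewer than 70 cells measured for a yeast strain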;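 further: ratio of well median GFP fluorescence to mean of DMSO wells on the plate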
# GRK2 inh = compounds blocking aptamer binding on GRK2 – biochemical, human GRK2, bead flow cytometry, HTS, primary screen; Beta-adrenergic receptor kinase 1 (Homo sapiens), P25098; FAM-aptamer displacement from GRK2; inhibition of aptamer binding, % at 10 µM; hit rate 0.59% among 330,000;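 active means inhibition of aptamer binding above 40%, roughly 3 SD of noise, on plates passing a quality check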;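 further: median bead fluorescence of bound FAM aptamer so fluorescent compounds give negative values; no value below 0 was filed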
# MCL1-BIM inh = inhibitors of MCL1 binding to BIM-BH3, primary screen, biochemical, fluorescence polarization; Induced myeloid leukemia cell differentiation protein Mcl-1 (Homo sapiens), Q07820; GST-MCL1 / FITC-Bim-BH3 fluorescence polarization; inhibition, % at 10.9 µM; hit rate 0.68% among 320,000;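 active means inhibition above the mean inhibition of all tested compounds plus 3 SD, set per campaign, cut at about 40% in these data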;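 further: 0% = DMSO wells and 100% = unlabeled Bim-BH3 peptide control; higher means more loss of mP so more displacement of Bim peptide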
# Target sequence (Q07820 whole entry, looked up): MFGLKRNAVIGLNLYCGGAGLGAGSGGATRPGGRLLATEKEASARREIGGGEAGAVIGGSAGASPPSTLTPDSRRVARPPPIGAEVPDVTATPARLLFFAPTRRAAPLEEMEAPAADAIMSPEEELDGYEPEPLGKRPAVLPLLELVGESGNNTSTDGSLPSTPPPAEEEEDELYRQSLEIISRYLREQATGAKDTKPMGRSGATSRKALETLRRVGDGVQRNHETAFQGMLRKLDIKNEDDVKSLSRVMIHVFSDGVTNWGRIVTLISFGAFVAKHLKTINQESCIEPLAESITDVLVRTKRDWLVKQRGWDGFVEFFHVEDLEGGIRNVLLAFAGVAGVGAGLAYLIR
# AGP1-GFP MLPCN = modulators of AGP1-GFP expression in yeast TOR pathway, primary screen, cell-based, multiplex flow cytometry, S. cerevisiae, MLPCN library; 3 h; GFP as percent of DMSO wells; GFP response vs DMSO, % at 10 µM; hit rate 0.02% among 320,000;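 active means GFP response relative to DMSO above a set limit, near screen average plus 3 SD, cut at about 150% in these data; inconclusive means fewer than 70 cells counted for the yeast strain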;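 further: median GFP channel fluorescence of the gated AGP1 strain per well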
# CR mimetic SO = reduction of superoxide in aged yeast, primary screen, HTS. AID 2690, 2010. hit rate 0.18% among 330,000. superoxide response (% of plate mean), % at 10 µM. S. cerevisiae aged cells, superoxide DHE fluorescence; stronger effect = lower value;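 active means superoxide response under a set limit, about three screen SD below normal, cut at about 65% in these data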;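 further: yeast aged for seven days with compound at 30 °C before DHE staining; 100% = average MFI of all compound-treated wells on the plate with controls excluded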
# MEX-5 binding = MEX-5 zinc finger RNA-binding disruptors – biochemical, C. elegans, fluorescence polarization, MLPCN library, primary screen; hit rate 0.38% among 300,000; activity score (negative = inhibition of binding), % at 10 µM; Zinc finger protein mex-5 (Caenorhabditis elegans), Q9XUB2; MEX-5/FITC-TCR2 RNA binding; stronger effect = lower value;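 active means inhibition past about -25% in most replicates, and total fluorescence under double the plate's negative control median, limit read from the data; inconclusive means replicates evenly split on the limit, or fluorescence at least double controls; inactive means too little inhibition in most replicates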;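 further: 0% = DMSO and -100% = 5 µM competing unlabeled TCR2 RNA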
# Target sequence (Q9XUB2 whole entry, looked up): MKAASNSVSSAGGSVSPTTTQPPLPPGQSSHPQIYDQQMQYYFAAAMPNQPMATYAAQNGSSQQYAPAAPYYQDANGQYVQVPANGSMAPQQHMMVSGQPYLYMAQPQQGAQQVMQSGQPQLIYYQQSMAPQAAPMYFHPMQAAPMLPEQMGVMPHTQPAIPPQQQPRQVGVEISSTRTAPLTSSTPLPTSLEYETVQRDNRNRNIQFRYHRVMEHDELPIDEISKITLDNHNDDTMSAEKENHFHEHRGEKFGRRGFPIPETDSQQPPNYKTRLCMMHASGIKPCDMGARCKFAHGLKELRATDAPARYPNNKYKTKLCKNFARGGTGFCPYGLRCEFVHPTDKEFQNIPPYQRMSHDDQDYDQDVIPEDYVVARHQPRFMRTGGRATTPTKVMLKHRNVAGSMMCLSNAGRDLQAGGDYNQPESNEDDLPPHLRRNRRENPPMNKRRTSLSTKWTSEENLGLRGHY
# Bcl-xL primary = inhibitors of human Bcl-xL, primary screen, biochemical, fluorescence polarization, HTS; Bcl-2-like protein 1 (Homo sapiens), Q07817; hit rate 0.7% among 320,000; inhibition, % at 10.9 µM; GST-Bcl-xL / FITC-Bim BH3 peptide fluorescence polarization;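 active means inhibition above the mean of all tested compounds plus 3 SD, cutoff set per campaign, cut at about 30% in these data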;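 further: 0% = DMSO wells and 100% = unlabeled Bim-BH3 peptide competitor; inhibitors lower millipolarization by displacing the labeled peptide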
# Target sequence (Q07817 whole entry, looked up): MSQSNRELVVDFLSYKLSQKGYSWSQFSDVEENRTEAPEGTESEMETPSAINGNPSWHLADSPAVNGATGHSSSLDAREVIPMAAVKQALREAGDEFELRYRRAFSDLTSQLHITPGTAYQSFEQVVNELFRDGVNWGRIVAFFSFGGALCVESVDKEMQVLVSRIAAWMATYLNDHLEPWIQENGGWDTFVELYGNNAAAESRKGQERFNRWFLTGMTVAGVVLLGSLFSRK
# * hit, by the source's call; ? = inconclusive; . = not tested or not shown; [ ] = dose if it differs, or a comment.
SMILES,GLD-1 RNA inh,VLA-4 inh,CIT2-GFP yeast,GRK2 inh,MCL1-BIM inh,AGP1-GFP MLPCN,CR mimetic SO,MEX-5 binding,Bcl-xL primary
O=C(Nc1ccccc1C(=O)O)c1cc(S(=O)(=O)N2CCOCC2)c(Br)s1,1.2,0.3,.,4.0,1.2,94.8,99.9,1.1,2.0
N#CCSc1nc2ccc(N3CCOCC3)cc2c(=O)n1CCc1ccccc1,1.4,-2.1,94.5,0.0,6.3,87.8,94.3,-2.9,3.9
O=C(CCCOc1ccccc1)NN1C(=O)NC2(CCCCC2)C1=O,3.5,9.2,93.5,0.0,-0.9,105.5,106.4,0.1,-1.0
CCCc1nnc(SCC(=O)N2C(C)CCCC2C)n1CC (centres undefined),-6.8,14.8,100.1,1.0,3.1,106.1,128.0,-0.3,-1.8
O=C(COC(=O)C12CC3CC(CC(Cl)(C3)C1)C2)Nc1ccc2[nH]c(=O)[nH]c2c1,-6.0,0.0,90.8,3.0,3.2,95.5,102.1,.,1.3
Nc1ccccc1Sc1ccc(C(F)(F)F)cc1[N+](=O)[O-],-2.0,8.4,87.7,3.0,-7.0,104.3,97.0,0.1,2.0
COc1cc(C2Nc3ccccc3C(=O)N2c2ccccc2OC)ccc1O (centres undefined),-0.6,-3.0,109.7,0.0,-8.4,105.3,111.4,-0.3,-7.0
COc1ccc(NC(C)=O)cc1NC(=O)c1ccc(Cl)cc1,3.1,-9.0,90.9,5.0,-6.9,99.2,78.0,-2.3,-1.8
Cc1ccc(S(=O)(=O)N2CCC(C(=O)C3C(=O)CCCC3=O)CC2)cc1,-1.5,16.7,94.2,0.0,3.5,102.7,109.9,-2.8,2.4
CCOc1cc(/C=C2\CCn3c2nc2cc(Cl)ccc2c3=O)ccc1O,-2.9,0.6,92.8,1.0,6.1,98.4,111.2,-1.3,-21.1
COc1cc(Cn2c(N)c(C#N)c3nc4ccccc4nc32)cc(OC)c1,-2.1,5.8,91.1,0.0,-1.4,95.5,103.1,1.7,3.1
CC(C)CC1(C)NC(=O)N(CC(=O)Nc2ccc(F)c(F)c2F)C1=O (centres undefined),4.8,-0.6,110.6,4.0,.,107.4,89.0,.,.
COc1cc(OC)cc(C(=O)OC(C)C(=O)NC2CCCc3ccccc32)c1 (centres undefined),4.5,11.5,93.2,3.0,3.2,101.7,106.3,.,3.0
CC(C)Oc1ccc(CCNC(=O)C2CCC(=O)N(Cc3cccc(F)c3)C2)cc1 (centres undefined),-3.4,6.3,103.6,0.0,3.5,87.0,94.2,0.2,4.5
COc1ccc(OCc2cc(C(=O)N3CCCC(OC)C3)no2)c2ccccc12 (centres undefined),1.5,26.7,93.7,1.0,-2.3,91.5,113.7,-1.7,3.9
CCOC(CNC(=O)CN1C(=O)COc2ccc(S(=O)(=O)N3CCOCC3)cc21)OCC,-2.1,-9.4,103.7,0.0,5.9,88.0,96.6,-1.2,2.6
CN1CCc2c(C#N)c(N3CCCCC3)nc(N3CCOCC3)c2C1,0.5,-2.5,?,0.0,2.2,21.9[may fluoresce violet],93.5,0.9,5.5
COc1ccc(CCNC(=O)CSc2ccccn2)cc1OC,1.8,9.8,112.3,0.0,3.1,114.3,98.6,-0.5,2.9
CCN(CC(=O)NCc1cccs1)C(=O)c1ccc([N+](=O)[O-])o1,6.2,-2.5,112.8,2.0,5.3,108.5,107.0,-2.6,6.2
Cc1ccc(SCC(=O)Nc2cc([N+](=O)[O-])ccc2O)cc1,9.4,0.3,101.6,0.0,6.9,103.9,111.2,-1.2,4.9
O=C(NCCc1ccccc1)C1CCN(Cc2cccc3ccccc23)CC1,-8.1,16.3,100.7,1.0,-14.0,95.2,109.7,2.4,-5.0
C#CCOCCOCCOCCNc1nc(N2CCOCC2)nc(N2CCN(C(=O)CCCCCCCCCCNC(=O)[C@H](CO)n3cc(CCCSC)nn3)CC2)n1,-5.0,-11.1,94.6,50.0*,13.8,91.5,92.5,.,6.0
CC(C)NCC(O)COCCOc1ccc(Br)cc1 (centres undefined),3.1,7.5,101.3,0.0,12.9,89.8,107.2,1.7,3.7
COc1cc(C2OC(=O)C3C(c4ccc(OC(C)=O)c(OC)c4)OC(=O)C23)ccc1OC(C)=O (centres undefined),-2.5,2.0,102.6,4.0,0.5,106.9,96.2,0.4,2.9
c1ccc(-c2ccc(-c3csnn3)cc2)cc1,-3.8,0.9,94.9,0.0,3.0,96.0,98.9,0.5,5.8
CN(c1ccc([N+](=O)[O-])cc1C(=O)Nc1ccccc1)C1CCCCC1,0.2,0.0,98.2,2.0,8.1,103.6,101.8,1.9,4.5
CC(=O)Nc1ccc(C(=O)NNS(=O)(=O)c2ccc(C)cc2)cc1,5.1,-1.4,96.9,11.0,-1.4,103.8,105.2,-1.3,0.0
O=Cc1c(NCc2ccccc2F)c2ccccc2[nH]c1=O,-0.7,-5.0,100.6,0.0,13.7,100.8,103.5,-2.4,5.3
CCCNS(=O)(=O)c1ccc(CCC(=O)NCc2cccnc2)cc1,5.0,7.6,101.1,2.0,8.8,101.6,97.7,-0.9,6.0
Cc1ccc2c(c1)nnn2C1CCN(CC(=O)N2c3ccccc3CC2C)CC1 (centres undefined),-3.0,2.9,64.7,0.0,3.1,76.6,100.8,-0.6,5.7
O=C1Nc2ccccc2C12OCCCCO2,7.6,-1.9,117.7,5.0,8.3,112.3,95.0,-0.9,6.2
Cc1c(C(=O)Nc2ccc(Cl)cc2)c2ccccn2c1CCc1ccncc1,2.1,25.2,97.2,1.0,-10.0,94.1,88.9,0.4,5.5
O=C(O)CCc1ccc(-c2ccc(Br)cc2)n1CC(=O)O,3.2,0.4,98.9,1.0,17.2,97.5,110.3,1.2,9.0
CN(C)C(=O)c1ccc(NC(=O)c2ccccc2Sc2ccccc2C#N)cc1,10.6,-1.6,93.5,0.0,9.0,97.7,106.0,-1.8,9.7
CCC(C(=O)N1CCN(c2ccccn2)CC1)n1nc(C)n2c(cc3occc32)c1=O (centres undefined),-4.9,3.4,106.5,0.0,-0.4,110.7,97.8,2.6,5.0
CCOC(=O)N1CCN(C(=O)C(CC)n2nc(C)c3sc4ccccc4c3c2=O)CC1 (centres undefined),2.8,5.2,101.1,0.0,0.0,104.4,97.8,-0.1,4.7
O=C(Nc1ccccc1C(=O)Nc1ccncc1)c1cccc([N+](=O)[O-])c1,-0.1,5.0,101.1,1.0,7.7,101.0,102.8,0.3,4.8
COC(=O)c1cc(-c2c[nH]c3ccccc23)n[nH]1,10.6,-10.6,101.9,0.0,4.7,.,100.6,0.0,7.2
CCOc1cc(C(=O)Nc2cc3c(cc2N2CCCC2)n(C)c(=O)n3C)cc(OCC)c1OCC,-5.6,19.4,102.1,4.0,-0.7,97.5,92.8,1.0,8.7
CCn1cnc2c1c(=O)n(Cc1csc(-c3ccccc3)n1)c(=O)n2Cc1ccccc1,-0.9,-5.2,96.8,0.0,-2.9,94.2,77.1,-3.9,0.0
CC1CCN(S(=O)(=O)c2ccc3[nH]cc(C(=O)NCCN4CCOCC4)c(=O)c3c2)CC1,-3.1,-6.6,102.8,1.0,6.5,94.1,89.7,0.0,8.3
COc1cc(C(=O)Nc2cc3c4c(c2)CC(=O)N4CCC3)cc(OC)c1OC,-4.0,14.9,100.2,2.0,-1.2,107.2,99.4,-2.1,2.4
O=C(Cc1ncc(C(F)(F)F)cc1Cl)Nc1ccc(F)cc1,3.2,0.6,89.9,0.0,2.1,104.8,125.9,1.2,-2.9
O=[N+]([O-])c1ccc(Cl)c(S(=O)(=O)Nc2ccc(-c3ccc(N4CCCC4)nn3)cc2)c1,1.5,-9.0,94.4,1.0,0.7,101.6,114.2,0.1,10.8
CCC1(C)OCC(Cn2c3ccccc3c3ccccc32)O1 (centres undefined),-3.3,9.6,102.5,0.0,6.6,105.0,100.5,1.7,2.9
CCN(Cc1nc2cc(Cl)ccc2c(=O)[nH]1)C(=O)c1cccc(OCc2c(C)noc2C)c1,-11.1,6.9,92.8,0.0,-20.8,93.6,111.0,.,-12.0
CCOC(=O)CCNC(=O)CNC(=O)OCc1ccccc1,-1.5,4.6,104.7,0.0,1.0,105.0,87.4,-5.1,4.2
CC(=O)c1ccc(S(=O)(=O)NCCCC(=O)N(C)Cc2ccc3c(c2)OCO3)cc1,8.2,5.1,107.3,2.0,-1.5,102.2,73.8,.,3.2
O=C(c1cc(COc2ccccc2)on1)N1CCCC(OCc2cccnc2)C1 (centres undefined),8.4,6.5,111.2,0.0,6.7,105.6,92.3,-0.6,0.7
O=C(NC(=S)Nc1ccc2c(c1)OCCO2)c1cccc(Br)c1,0.6,6.4,95.8,2.0,9.6,87.5,91.1,0.2,4.4
CCOc1ccc(N(CC(=O)NCCc2ccccc2)C(=O)CCC(=O)Nc2cc(C)ccn2)cc1,1.7,-4.7,104.1,2.0,5.1,102.1,96.9,-1.3,-1.4
CCn1c(C(=O)O)c(CC(=O)Nc2ccccc2F)c2ccccc21,-2.2,1.6,99.3,0.0,-5.5,100.0,136.4,0.3,-3.7
CC(NC(=S)NNS(=O)(=O)c1cccc([N+](=O)[O-])c1)c1ccccc1 (centres undefined),3.1,0.5,99.1,3.0,10.0,102.9,118.9,-0.8,6.6
CCOC(=O)c1c(NC(=O)CSc2nc3cccnc3n2C)sc(C(C)=O)c1C,-0.5,15.7,91.6,0.0,-7.0,95.1,102.7,-4.9,3.0
CCOc1cc(S(=O)(=O)NCc2ccc3c(c2)OCO3)ccc1F,5.0,10.4,94.5,2.0,-4.7,90.9,110.7,1.4,5.3
CC(=O)c1ccc(OCC(O)Cn2nnc3ccccc32)cc1 (centres undefined),-5.1,1.5,103.1,0.0,5.6,100.1,89.5,5.6,5.6
COc1ccc(C2=CC(c3cc(OC)c(OC)c(OC)c3)NC(=S)N2)cc1 (centres undefined),-2.8,17.4,119.3,0.0,8.1,96.6,88.5,-0.1,5.4
Cc1ccc(C(=O)NC=C(Cl)Cl)cc1,3.9,6.6,106.5,3.0,5.1,106.3,102.6,-2.2,6.5
COc1ccc(-c2noc(-c3ccc(Cl)cc3)n2)cc1,1.4,0.0,93.7,0.0,-1.1,99.0,85.4,-0.1,1.4
